High-throughput results deposited in PubChem by several laboratories.
FadD28 FP inh = M. tuberculosis FadD28 bisubstrate binding inhibition; actives 0.22% (n = 360,000); inhibition, % at 12.5 µM; FadD28 bisubstrate probe binding, fluorescence polarization; in the data active = inhibition above about 8.5%, passing the limit was not always enough; inconclusive = no clear call, values can overlap the other calls
Mtb FBA inh = Mtb fructose-bisphosphate aldolase inhibition. purified M. tuberculosis FBA, fluorescence read-out. P9WQA3. inhibition, % at 1 µM. AID 588726. actives 2.3% (n = 360,000); in the data active = inhibition above about 27%;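 also: 0% = vehicle and 100% = reference inhibitor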
Target sequence (P9WQA3 whole entry, looked up): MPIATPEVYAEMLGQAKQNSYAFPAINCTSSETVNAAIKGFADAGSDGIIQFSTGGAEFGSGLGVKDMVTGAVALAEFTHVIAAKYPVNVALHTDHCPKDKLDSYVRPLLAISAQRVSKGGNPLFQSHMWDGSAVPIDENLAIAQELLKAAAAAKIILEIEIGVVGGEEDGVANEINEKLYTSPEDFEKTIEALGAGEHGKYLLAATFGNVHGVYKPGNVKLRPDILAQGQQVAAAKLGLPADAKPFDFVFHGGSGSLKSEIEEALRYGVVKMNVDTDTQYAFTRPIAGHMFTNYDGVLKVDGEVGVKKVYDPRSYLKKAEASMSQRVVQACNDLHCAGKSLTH
MazEF act = MazEF (E. coli) toxin RNase activation. P0AE70. FAM/BHQ RNA-DNA oligo cleavage fluorescence, 5 h. actives 0.32% (n = 350,000). activation, % at 20 µM; in the data active = activation above about 50%
Target sequence (P0AE70 whole entry, looked up): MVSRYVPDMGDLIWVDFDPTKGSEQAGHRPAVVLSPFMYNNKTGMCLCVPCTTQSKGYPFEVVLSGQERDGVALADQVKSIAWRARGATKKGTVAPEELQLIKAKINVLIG
PrPC surface inh = inhibitors of human cell surface prion protein PrPC. P04156. TR-FRET read-out. inhibition, % at 13.8 µM. actives 0.43% (n = 370,000). AID 720596; in the data active = inhibition above about 24%; also: 0% = median of the test wells and 100% = reference compound wells
Rv3671c protease = inhibitors of M. tuberculosis serine protease Rv3671c. inhibition, % at 5.96 µM. actives 0.048% (n = 320,000). AID 2606. P9WHR9; in the data active = inhibition above about 38%;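 also: extracellular domain of Rv3671c used as enzyme; 0% = enzyme with DMSO and 100% = no enzyme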
Target sequence (P9WHR9 whole entry, looked up, the tested form may be a part): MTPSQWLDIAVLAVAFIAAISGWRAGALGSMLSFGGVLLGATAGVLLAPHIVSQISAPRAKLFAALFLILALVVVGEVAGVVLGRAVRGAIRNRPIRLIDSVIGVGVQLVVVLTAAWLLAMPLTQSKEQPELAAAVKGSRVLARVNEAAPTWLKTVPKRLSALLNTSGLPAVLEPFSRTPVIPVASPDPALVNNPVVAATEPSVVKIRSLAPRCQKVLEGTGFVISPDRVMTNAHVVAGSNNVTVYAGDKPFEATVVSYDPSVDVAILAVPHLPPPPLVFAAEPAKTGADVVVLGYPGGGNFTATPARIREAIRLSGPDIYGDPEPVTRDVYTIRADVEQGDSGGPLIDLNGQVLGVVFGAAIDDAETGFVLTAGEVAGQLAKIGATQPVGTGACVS
BioA inh = BioA (M. tuberculosis) enzyme inhibition | purified M. tuberculosis BioA enzyme, plate reader | inhibition, % at 9.99 µM | actives 0.096% (n = 360,000); in the data active = inhibition above about 40%; inconclusive = no clear call, values can overlap the other calls
GDH-TPI inh = GDH-TPI coupled enzyme inhibition counter-screen | actives 1.2% (n = 360,000) | AID 588335 | GDH-TPI coupled enzyme counterscreen, NADH absorbance | inhibition, % at 4.8 µM; in the data active = inhibition above about 30%;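 also: 0% = DMSO wells and 100% = wells lacking the enzyme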
BoNT F protease = BoNT F light chain protease inhibition. inhibition, % at 10 µM. Multiplex microsphere protease cleavage assay, flow cytometry. actives 0.22% (n = 360,000); in the data active = inhibition above about 35%, passing the limit was not always enough; inconclusive = no clear call, values can overlap the other calls; also: plate controls were buffer without enzyme for full effect and enzyme alone for no effect
Mtb UGM inh = Mtb UDP-galactopyranose mutase inhibition; P9WIQ1; purified UGM, fluorescence polarization probe displacement; inhibition, % at 10 µM; actives 0.06% (n = 320,000); AID 504406; in the data active = inhibition above about 10%, passing the limit was not always enough; inconclusive = no clear call, values can overlap the other calls
An asterisk follows results filed as active; ? = inconclusive; . = no result given; & = joins results of further samples. Random draw from the library (roughly 4.8% active in at least one column).

structure	FadD28 FP inh	BoNT F protease	BioA inh	Rv3671c protease	GDH-TPI inh	PrPC surface inh	MazEF act	Mtb FBA inh	Mtb UGM inh
c1ccc2cc(C3N4CCCN34)ccc2c1 (stereo unspecified)	-1.5	2.1	.	-3.1	1.9	-5.4	-4.9	1.7	4.6
COc1ccccc1N=Cc1c(O)c2ccccc2oc1=O	-0.4	7.2	-3.3	5.1	27.2	9.1	-4.2	1.6	-0.5
C[C@@H]1C(=O)O[C@@H]2CC34[C@H]5C[C@@H](C(C)(C)C)C36[C@H](OC(=O)[C@@H]6O)OC4(C(=O)O5)[C@@]12O (stereo partly specified)	-3.4	-8.4	0.3	7.8	7.8	-3.5	4.9	0.2	1.3
COC(=O)c1c(NC(=O)c2cccnc2Cl)sc(C(=O)N(C)C)c1C	0.7	1.3	1.6	2.2	14.8	-1.9	3.9	0.1	1.0
CCC(=O)Nc1nnc(-c2ccc(Cl)s2)o1	-3.0	2.8	.	-1.1	-6.7	7.8	1.4	-0.2	-0.5
COc1ccc(CCN(C)C(=O)CCNS(=O)(=O)c2ccccc2C(F)(F)F)cc1OC	-0.9	0.4	-1.5	-10.5	-0.5	8.8	1.1	-0.3	-0.2
Cc1nn(-c2ccccc2)c(N2CCCCC2)c1/C=N/NC(=O)c1ccncc1	-1.6	-1.2	.	5.6	6.2	4.4	4.1	-2.6	0.3
Cc1ccc(Cl)cc1NC(=O)CN1CCN(S(=O)(=O)N2CCOCC2)CC1	0.8	1.8	0.5	-4.4	6.5	-4.3	7.8	1.0	-0.9
CC(C)(Oc1ccc(Cl)cc1)C(=O)OCC(=O)NCCc1ccccc1	-2.6	-6.7	1.2	-2.8	0.3	0.9	-4.3	-0.3	-0.5
Cc1ccccc1NC(=O)Cc1nc(COC(=O)c2nccnc2N)cs1	-0.3	-7.7	-2.6	.	24.1	-7.9	-4.5	24.7	.
Cn1cc(C(=O)Cc2ccccc2)c2ccccc21	-0.8	-3.6	-0.4	1.4	-2.6	-1.3	2.2	-2.2	-3.1
CC(C)(C)OC(=O)NCCCCCNC(=O)c1ncn(Cc2ccccc2)c1C(=O)NCCCCCNC(=O)OC(C)(C)C	-0.5	4.8	-0.3	-14.1	6.3	-2.5	3.2	0.2	-0.9
O=C(NC1CCCCC1)N1CCC(n2cnc3ccccc32)CC1	-4.0	-2.7	0.8	-12.7	-7.9	3.8	6.0	-4.5	-0.4
CCOc1ccc(NC(=O)c2cccc(NC(=O)c3ccccc3)c2)cc1	-2.6	21.8	-0.5	-26.9	18.6	3.7	2.6	1.3	0.8
O=C(NC1CCCC1)C(c1ccc(F)cc1)N(C(=O)c1csnn1)c1ccccc1 (stereo unspecified)	0.7	9.9	-1.2	0.2	8.4	-2.1	9.1	-0.3	-1.1
COc1cccc(CCNC(=O)c2cc(COc3cccc(OC)c3)on2)c1	-1.2	-4.4	.	.	2.2	10.0	-5.3	-3.0	.
COc1cccc(Nc2nc(CN)cs2)n1	0.2	-6.8	1.0	.	10.2	-3.1	.	-1.7	.
CC1(C(=O)NS(=O)(=O)c2ccc(Br)cc2)CCN1C(=O)C1CCCCC1 (stereo unspecified)	0.6	1.8	-2.1	.	-1.8	3.2	.	-1.0	.
O=C(O)C1CCN(S(=O)(=O)c2ccc3c(c2)OCCCO3)CC1	-4.6	6.4	.	2.3	-3.8	-2.5	1.6	1.6	-2.6
Cc1c(S(=O)(=O)N2CCOCC2)c(=O)n(C)c(=O)n1C	0.2	4.5	-0.4	-6.3	-1.0	-9.3	-0.5	-1.5	0.4
CCN(CC)CCNC(=O)c1ccc(NC(=O)C2CCN(c3ncnc4sc(C)c(C)c34)CC2)cc1	-4.0	2.0	22.4	1.9	11.8	-7.0	22.6	3.9	1.7
CCCCNC(=O)Cn1cnc2ccc(S(=O)(=O)N3CCC(C)CC3)cc2c1=O	-1.7	-4.2	.	-3.5	2.9	4.1	8.9	2.6	1.5
Cc1nn(C)cc1CNC(=O)Nc1cccc(Cl)c1	-4.0	-6.4	0.3	5.6	-7.1	-3.2	5.1	2.2	0.2
Cc1nn(C)cc1NC(=O)CC12CC3CC(CC(C3)C1)C2	-0.3	8.1	.	-8.1	1.1	2.4	-7.9	1.3	-3.1
O=C(Nc1ccc(Cl)cc1)c1ccc2nsnc2c1	-3.8	-8.5	0.3	2.0	7.9	-14.9	-4.4	-0.3	0.9
COc1ccccc1N1CCN(C(=O)c2coc(=O)c(Br)c2)CC1	-3.1	29.6	-0.7	-6.5	15.3	2.5	0.7	84.4*	3.8
CC(=O)Nc1cccc(-n2nnc(SCC(=O)c3ccccc3)n2)c1	1.8	?	.	1.2	0.5	3.3	6.0	-5.2	-2.1
CSCCC(NC(=O)c1ccccc1)C(=O)NCc1ccc(S(N)(=O)=O)cc1 (stereo unspecified)	0.2	-45.1	0.8	-4.0	-8.6	3.5	3.8	-0.3	-0.8
Cc1cc(C)n(-c2ccc(C(=O)OCC(=O)Nc3ccc(S(=O)(=O)N4CCOCC4)cc3)cc2)n1	-0.9	7.9	0.2	-0.3	5.3	1.2	-0.7	-2.0	0.8
CCOc1ccccc1Nc1ccc(C(=O)O)cc1N	4.4	-9.6	7.0	0.3	13.9	3.5	-1.1	22.4	-0.5

New compounds follow:
structure	FadD28 FP inh	BoNT F protease	BioA inh	Rv3671c protease	GDH-TPI inh	PrPC surface inh	MazEF act	Mtb FBA inh	Mtb UGM inh
O=C(c1ccccc1Br)N1CCc2c([nH]c3ccccc23)C1	1.1	-30.8	3.0	2.3	-8.6	-5.8	-3.8	1.2	-2.2
O=C1C(Nc2ccccc2)=C(NS(=O)(=O)c2ccccc2)C(=O)c2ccccc21	-3.3	-1.5	0.0	-1.0	4.0	7.8	-2.2	-3.5	-0.6
COc1ccc([C@H]2C[C@@H](n3cc(C4CC4)nn3)[C@H](O)CN2C(=O)c2cccs2)cc1	-5.3	0.5	.	.	-5.2	-5.7	5.6	-3.6	.
O=C(O)c1cc(=O)[nH]c2ccc(S(=O)(=O)Nc3ccc(F)cc3)cc12	-0.5	-33.0	0.6	-6.5	15.5	-0.7	-3.6	-0.4	-0.8
O=C(NCCS(=O)(=O)N1CCN(C(=O)c2ccco2)CC1)c1ccccc1	-1.8	-8.4	0.4	.	0.9	2.6	-2.4	-2.7	.
COc1cccc2sc(N(CCCN(C)C)C(=O)CCS(=O)(=O)c3ccccc3)nc12	-1.9	-2.0	3.9	-7.2	4.2	-7.0&0.6	2.0	1.3	-0.8
NC(=O)c1ccc(-n2nnnc2SCC(=O)Nc2ccccc2)cc1	-0.8	6.8	-0.5	8.4	1.5	9.8	26.1	0.7	-1.2
CCn1c(O)c(C=Nc2cc(Cl)ccc2Cl)c(=O)n(CC)c1=O	1.2	-0.5	.	-7.9	1.2	-1.9	-5.2	-0.1	-6.2
CN(C)CCN=Cc1c(O)n(-c2ccc(S(=O)(=O)N3CCOCC3)cc2)c(=O)c2ccccc12	-1.0	-4.6	-0.8	.	15.9	-15.5	1.9	12.5	.
Cc1cc(C)cc(NC(=O)c2cccnc2)c1	3.7	?	22.2	.	7.4	-1.3	-15.8	-2.7	0.4
CC1CCCC(NC(=O)CSc2nnc(C(F)(F)F)n2C)C1C (stereo unspecified)	-0.6	-1.2	-1.3	-1.1	1.3	-0.4	8.0	2.3	-2.9
CC(=O)NC(Cc1ccccc1)C(=O)OCC(=O)c1ccc(F)cc1 (stereo unspecified)	-3.4	-2.5	.	-10.2	7.7	-1.2	4.9	1.5	0.2
CC(C)CCn1c(Sc2nc3ccccc3s2)nc2c1c(=O)[nH]c(=O)n2C	-1.4	3.9	19.6	-2.3	-0.9	13.5	2.2	-4.0	-0.8
CCc1cccc(OCC2Cn3c(nc4c3c(=O)n(C)c(=O)n4C)O2)c1 (stereo unspecified)	-2.9	4.4	-0.5	-12.5	18.4	4.2	6.2	-1.6	2.3
O=C(O)C[C@H]1c2cc(F)ccc2S(=O)(=O)N1C1CCN(Cc2ccccc2)CC1	-0.3	-0.5	1.2	-3.7	-3.5	2.8	1.3	-1.3	-1.7
Cc1ccc(C2C(C(=O)c3sc(C)nc3C)=C(O)C(=O)N2CCN2CCOCC2)o1 (stereo unspecified)	1.9	5.8	-0.6	-8.0	16.7	-9.4	0.3	3.6	1.3
O=C(NC1CCCCC1)C1CCCN1S(=O)(=O)c1ccc(Cl)cc1 (stereo unspecified)	-1.3	-2.8	-1.5	0.6	1.5	-2.9	4.1	-4.8	3.2
Cc1c(C)c2cc(Cl)c(OCC(=O)N3C[C@H]4C[C@@H](C3)c3cccc(=O)n3C4)cc2oc1=O	-2.1	-3.8	3.5	3.2	9.8	-2.4	14.9	8.7	-2.3
Cn1c(C(=O)O)cc2cc(Oc3ccccc3)ccc21	-33.7	10.5	-1.0	6.5	3.5	0.4	2.8	20.6	2.9
O=C(C1CCN(S(=O)(=O)c2ccccc2F)CC1)N1CCc2ccccc2C1	-3.5	-1.7	2.9	3.3	0.0	-0.2	-1.8	2.2	1.5
O=C(Cc1cnc2ncnn2c1)N1CCc2c([nH]c3ccccc23)C1c1ccccc1F (stereo unspecified)	-2.9	-11.0	1.3	-5.6	-4.1	-8.1	-6.4	3.4	2.0

13 compounds out of the list, arranged by heavy-atom count, ascending:
structure	FadD28 FP inh	BoNT F protease	BioA inh	Rv3671c protease	GDH-TPI inh	PrPC surface inh	MazEF act	Mtb FBA inh	Mtb UGM inh
Cc1cc(C)cc(NC(=O)c2cccnc2)c1	3.7	?	22.2	.	7.4	-1.3	-15.8	-2.7	0.4
Cn1c(C(=O)O)cc2cc(Oc3ccccc3)ccc21	-33.7	10.5	-1.0	6.5	3.5	0.4	2.8	20.6	2.9
O=C(c1ccccc1Br)N1CCc2c([nH]c3ccccc23)C1	1.1	-30.8	3.0	2.3	-8.6	-5.8	-3.8	1.2	-2.2
CC1CCCC(NC(=O)CSc2nnc(C(F)(F)F)n2C)C1C (stereo unspecified)	-0.6	-1.2	-1.3	-1.1	1.3	-0.4	8.0	2.3	-2.9
O=C(NC1CCCCC1)C1CCCN1S(=O)(=O)c1ccc(Cl)cc1 (stereo unspecified)	-1.3	-2.8	-1.5	0.6	1.5	-2.9	4.1	-4.8	3.2
O=C(O)c1cc(=O)[nH]c2ccc(S(=O)(=O)Nc3ccc(F)cc3)cc12	-0.5	-33.0	0.6	-6.5	15.5	-0.7	-3.6	-0.4	-0.8
O=C(NCCS(=O)(=O)N1CCN(C(=O)c2ccco2)CC1)c1ccccc1	-1.8	-8.4	0.4	.	0.9	2.6	-2.4	-2.7	.
O=C(C1CCN(S(=O)(=O)c2ccccc2F)CC1)N1CCc2ccccc2C1	-3.5	-1.7	2.9	3.3	0.0	-0.2	-1.8	2.2	1.5
O=C(O)C[C@H]1c2cc(F)ccc2S(=O)(=O)N1C1CCN(Cc2ccccc2)CC1	-0.3	-0.5	1.2	-3.7	-3.5	2.8	1.3	-1.3	-1.7
COc1ccc([C@H]2C[C@@H](n3cc(C4CC4)nn3)[C@H](O)CN2C(=O)c2cccs2)cc1	-5.3	0.5	.	.	-5.2	-5.7	5.6	-3.6	.
COc1cccc2sc(N(CCCN(C)C)C(=O)CCS(=O)(=O)c3ccccc3)nc12	-1.9	-2.0	3.9	-7.2	4.2	-7.0&0.6	2.0	1.3	-0.8
Cc1c(C)c2cc(Cl)c(OCC(=O)N3C[C@H]4C[C@@H](C3)c3cccc(=O)n3C4)cc2oc1=O	-2.1	-3.8	3.5	3.2	9.8	-2.4	14.9	8.7	-2.3
CN(C)CCN=Cc1c(O)n(-c2ccc(S(=O)(=O)N3CCOCC3)cc2)c(=O)c2ccccc12	-1.0	-4.6	-0.8	.	15.9	-15.5	1.9	12.5	.

An excerpt from above with just MazEF act and BoNT F protease.
molecule	MazEF act	BoNT F protease
Cc1cc(C)cc(NC(=O)c2cccnc2)c1	-15.8	?
Cn1c(C(=O)O)cc2cc(Oc3ccccc3)ccc21	2.8	10.5
